# Screening results as filed in PubChem BioAssay.
# NTR1 ag: agonists of NTR1, primary screen, imaging, U2OS cells, beta-arrestin-GFP, high content (AID 493036); Neurotensin receptor type 1 (Homo sapiens), P30989; NTR1-U2OS beta-arrestin-GFP spot imaging, agonist mode; activation, % at 20 µM; 330,000 tested, 0.17% active;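 active = activation at or above 40% of the spot to cytoplasm intensity ratio, with at least 20 cells analyzed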;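 also: 0% = DMSO without peptide and 100% = 100 nM NTR1 peptide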
# Target sequence (P30989 whole entry, looked up): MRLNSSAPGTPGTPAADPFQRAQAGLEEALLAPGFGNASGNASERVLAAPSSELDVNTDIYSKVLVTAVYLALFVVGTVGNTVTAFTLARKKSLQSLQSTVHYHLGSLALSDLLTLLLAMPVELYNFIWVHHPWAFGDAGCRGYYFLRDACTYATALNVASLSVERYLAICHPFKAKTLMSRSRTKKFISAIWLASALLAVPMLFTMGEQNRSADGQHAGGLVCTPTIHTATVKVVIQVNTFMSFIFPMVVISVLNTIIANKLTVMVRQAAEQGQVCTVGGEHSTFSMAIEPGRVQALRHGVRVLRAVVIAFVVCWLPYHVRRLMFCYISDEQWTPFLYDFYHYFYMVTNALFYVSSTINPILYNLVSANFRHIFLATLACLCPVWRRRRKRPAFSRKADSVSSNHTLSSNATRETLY
# GPR35 antagonists: GPR35 antagonists blocking zaprinast-driven arrestin recruitment, primary screen, imaging, U2OS, beta-arrestin-GFP, zaprinast agonist (AID 2058). U2OS GPR35 beta-arrestin-GFP translocation imaging, zaprinast antagonism; higher % means a stronger effect. 290,000 tested, 0.052% active. inhibition, % at 10 µM; hits with a dose series show IC50 in µM;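 active = inhibition of at least 50% with at least 30 cells and total cytoplasm GFP at most 10,000,000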
# T cell modulator: modulators of CD8 T cell-vesicle binding, primary screen, mouse 2C CD8+ T cells, flow cytometry | 330,000 tested, 0.068% active | 2C CD8+ T cell-vesicle binding; active compounds read low | calls only at 7 µM;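 active = response, share of CD8 T cells binding vesicles, and their 90th percentile fluorescence all below set limits, cut at about 80% in these data, passing the limit was not always enough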
#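 Also added: QL9-peptide-loaded Drosophila micro-vesicles bearing Ld, ICAM-1 and B7-1; Test system: purified 2C TCR transgenic mouse naive CD8+ T cells; Measured by: cytometric PE anti-B7-1 and Alexa647 anti-CD8 signals after 1% paraformaldehyde fixation; Timing: binding step 1.5 h, 37 °C, antibody labelling 20 min, ice.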
# KOR beta-arrestin-1: KOR antagonists, beta-arrestin recruitment, cell-based, luminescence, uHTS (AID 1778); KOR beta-arrestin recruitment, luminescence, antagonist mode; higher % means a stronger effect; inhibition, % at 10 µM; hits with a dose series show IC50 in µM; 290,000 tested, 0.091% active; in the data active = inhibition above about 50%; also: strong numbers were not always called active
# Salmonella PhoP GFP: inhibitors of PhoP regulon expression, primary screen, Salmonella Typhimurium, GFP reporter (AID 1863). 300,000 tested, 0.16% active. S. Typhimurium PhoP-regulated promoter GFP reporter, 4 h; higher % means a stronger effect. one-dose inhibition, % at 50 µM; IC50 in µM for titrated hits;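 active = inhibition over 29.93%, a cutoff 3 SD above the screen mean, later confirmed by dose response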;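 also: 0% = low Mg2+ inducing control and 100% = high Mg2+ repressing control; strong numbers were not always called active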
# GPR55 antagonists: GPR55 antagonists blocking LPI-driven arrestin recruitment, primary screen, imaging, U2OS, beta-arrestin-GFP, LPI agonist (AID 2013). G-protein coupled receptor 55 (Homo sapiens). U2OS GPR55 beta-arrestin-GFP translocation imaging, LPI antagonism; higher % means a stronger effect. one-dose inhibition, % at 10 µM; IC50 in µM for titrated hits. 290,000 tested, 0.13% active;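 active = spots per cell inhibited over 60%, with over 100 cells counted and total cytoplasm intensity under 500,000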;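 also: U2OS cells stably carrying GPR55 and arrestin-GFP stimulated by 5 µM LPI near EC80; imaged beta-arrestin-GFP aggregate spots per cell after agonist stimulation; plate controls were LPI-stimulated DMSO wells for no effect and DMSO wells without LPI for full effect; some results filed as inactive read as strong as hits; confirmed hits need IC50 under 10 µM and bright autofluorescent wells are also inconclusive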
# GPR55 activation: GPR55 agonists via beta-arrestin recruitment, primary screen, imaging, U2OS cells, beta-arrestin-GFP redistribution (AID 1961) | G-protein coupled receptor 55 (Homo sapiens) | U2OS GPR55 beta-arrestin-GFP redistribution imaging; higher % means a stronger effect | one-dose activation, % at 10 µM; EC50 in µM for titrated hits | 290,000 tested, 0.048% active;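 active = activation above 40% with more than 50 cells counted in the well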;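 also: U2OS osteosarcoma cells stably expressing GPR55 and beta-arrestin-GFP; plate controls were DMSO negative control for no effect and LPI positive control for full effect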
# West Nile virus CPE: West Nile virus antiviral activity, cell-based, CPE readout (AID 1621). West Nile virus-infected cells, CPE inhibition; higher % means a stronger effect. one-dose CPE inhibition, % at 10 µM; IC50 in µM for titrated hits. 290,000 tested, 0.02% active; in the data active = a potency from the dose series; also: strong numbers were not always called active
# KOR beta-arrestin-2: KOR agonists, beta-arrestin recruitment, primary screen, cell-based, luminescence, uHTS (AID 1777); 280,000 tested, 0.02% active; KOR beta-arrestin recruitment, luminescence; higher % means a stronger effect; Kappa-type opioid receptor (Homo sapiens); activation, % at 10 µM; hits with a dose series show EC50 in µM; in the data active = activation above about 50%, passing the limit was not always enough; also: a part of the inactive calls stands beside numbers as strong as those of hits
# T cell modulator vesicle-bound %: second read-out of T cell modulator, no call of its own (marks repeat the call); double positive events, %; measured here: CD8+ vesicle-bound cell fraction;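 binding gate set so that unloaded-vesicle control wells show 10% double positive cells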
# NTR1 ag cell count 20 µM: recorded beside NTR1 ag, whose call it bears; cell count; measured here: cell count, cytotoxicity flag
# Starred values were filed as active, the others as inactive; i = inactive; . = not tested or not shown; [ ] = dose if it differs, or a comment.
SMILES,NTR1 ag,NTR1 ag cell count 20 µM,GPR35 antagonists,T cell modulator,T cell modulator vesicle-bound %,KOR beta-arrestin-1,Salmonella PhoP GFP,GPR55 antagonists,GPR55 activation,West Nile virus CPE,KOR beta-arrestin-2
CNC(=O)c1cc(S(=O)(=O)Nc2ccc3c(c2)OCO3)ccc1C,-0.6,52,-4%,i,73,-2%,-1%,-1%,-0.1%,-0.3%,-2.3%
CC(=O)Nc1ccc(NC(=O)C(C)OC(=O)c2ccccc2Sc2ccccc2C#N)cc1 (stereo unspecified),2.5,42,0%,i,45,26%,-7%,-2%,0.7%,-0.2%,-4.0%
c1ccc(-c2nnc(SCc3nnc(-c4cccs4)o3)o2)cc1,-0.3,40,35%,i,60,-17%,0%,-11%,-0.1%,1.3%,3.1%
O=C(C1CCN(c2nc(-c3ccccc3)nc3c2CCC3)CC1)N1CCCC1,1.2,67,-7%,i,24,-20%,4%,-10%,-0.1%,-0.6%,-0.4%
O=C(O)CCn1cc(/C=C/C(=O)c2ccc(Cl)cc2)c(-c2cccc(Br)c2)n1,2.9,56,-9%,i,19,7%,-8%,6%,-0.1%,-0.4%,-3.1%
CCCCOCCCNC(=O)c1ccc(OC)cc1,0.4,56,-2%,i,40,0%,6%,4%,0.3%,0.3%,-1.9%
COCCNC(=O)CCn1nc(-c2ccc(C)cc2)ccc1=O,-1.9,88,0%,i,29,24%,-2%,12%,0.0%,-0.4%,-1.8%
NC(=O)CSc1nnc(NC(=O)C2CC(=O)N(c3ccc(F)cc3)C2)s1 (stereo unspecified),0.8,44,11%,i,66,0%,0%,16%,-0.2%,0.0%,0.7%
Fc1ccc(-n2cc(CNCCc3ccccn3)c(-c3ccccc3Cl)n2)cc1,2.7,54,-12%,i,62,16%,0%,16%,0.2%,-1.1%,-3.4%
CCCc1nnc(NC(=O)NCCN2C(=O)C3C4C=CC(C4)C3C2=O)s1 (stereo unspecified),-2.7,44,2%,i,48,-30%,7%,1%,-0.1%,-0.1%,1.4%

# Compound profiles, as listed above. Values in the order: NTR1 ag, NTR1 ag cell count 20 µM, GPR35 antagonists, T cell modulator, T cell modulator vesicle-bound %, KOR beta-arrestin-1, Salmonella PhoP GFP, GPR55 antagonists, GPR55 activation, West Nile virus CPE, KOR beta-arrestin-2
# NC(=O)CSc1nnc(NC(=O)C2CC(=O)N(c3ccc(F)cc3)C2)s1 (stereo unspecified) as listed: 0.8, 44, 11%, i, 66, 0%, 0%, 16%, -0.2%, 0.0%, 0.7%
# Fc1ccc(-n2cc(CNCCc3ccccn3)c(-c3ccccc3Cl)n2)cc1 as listed: 2.7, 54, -12%, i, 62, 16%, 0%, 16%, 0.2%, -1.1%, -3.4%
# CNC(=O)c1cc(S(=O)(=O)Nc2ccc3c(c2)OCO3)ccc1C as listed: -0.6, 52, -4%, i, 73, -2%, -1%, -1%, -0.1%, -0.3%, -2.3%
# O=C(O)CCn1cc(/C=C/C(=O)c2ccc(Cl)cc2)c(-c2cccc(Br)c2)n1 as listed: 2.9, 56, -9%, i, 19, 7%, -8%, 6%, -0.1%, -0.4%, -3.1%
# O=C(C1CCN(c2nc(-c3ccccc3)nc3c2CCC3)CC1)N1CCCC1 as listed: 1.2, 67, -7%, i, 24, -20%, 4%, -10%, -0.1%, -0.6%, -0.4%

# (continued)
SMILES,NTR1 ag,NTR1 ag cell count 20 µM,GPR35 antagonists,T cell modulator,T cell modulator vesicle-bound %,KOR beta-arrestin-1,Salmonella PhoP GFP,GPR55 antagonists,GPR55 activation,West Nile virus CPE,KOR beta-arrestin-2
O=C(NC1CCCCC1)C(c1cccs1)N(Cc1cccs1)C(=O)c1cccs1 (stereo unspecified),3.7,65,-22%,i,64,9%,0%,18%,-0.1%,-0.3%,-6.5%
CCn1nc(NC(=O)c2ccccc2)c2cc3cccc(C)c3nc21,5.9,46,3%,i,38,13%,-11%,16%,0.9%,-0.1%,1.3%
Cc1ccc(NC(=O)CS(=O)Cc2nc(-c3ccc(C)cc3)oc2C)cc1 (stereo unspecified),-0.7,98,15%,i,20,8%,-7%,-10%,0.7%,-0.1%,4.2%
Cn1c(/C=C/c2ccccc2[N+](=O)[O-])nc2ccccc2c1=O,-0.8,51,-5%,i,60,5%,-4%,8%,-0.2%,-0.8%,0.2%
O=C(Cn1c(-c2ccc(Cl)cc2)noc1=O)N1CCN(c2ccccc2F)CC1,2.0,56,13%,i,49,6%,-8%,4%,-0.2%,-1.2%,0.1%
CCC1COC(c2cccn2Cc2ccc(Cl)cc2)=N1 (stereo unspecified),1.7,61,14%,i,23,18%,-7%,0%,0.0%,0.0%,-0.9%
CN(Cc1ccccc1)C(=O)N[C@@H](Cc1ccccc1)C(=O)O,-0.6,54,0%,i,23,-12%,0%,5%,-0.3%,0.6%,8.7%
CCCOc1cccc(C(=O)NCCNC(=O)c2ccco2)c1,-0.7,57,-5%,i,16,-42%,-1%,12%,-0.2%,-1.0%,-6.6%
CCOC(=O)c1cccc(NC(=O)CS(=O)(=O)Cc2nc(-c3cccc(OC)c3)oc2C)c1,-0.9,88,0%,i,13,6%,2%,-11%,-0.2%,-0.5%,0.6%
CCOC(=O)c1sc(C)c2c(=O)n(CC)nnc12,1.9,72,11%,i,15,-2%,1%,7%,-0.2%,-0.4%,-1.4%
O=C(CCc1nnc2ccc(NCc3ccco3)nn12)Nc1ccccc1F,-0.3,71,5%,i,57,7%,6%,-4%,0.0%,0.2%,-9.1%
CCOc1ccccc1NC(=O)COc1cccc(-n2cnnn2)c1,1.4,92,.,i,54,.,-3%,.,.,0.5%,.
O=C(NCCN1C(=O)S/C(=C\c2cccnc2)C1=O)C1=NN(c2ccccc2)C(=O)CC1,1.6,50,-3%,i,42,-34%[20 µM],-9%,-13%,0.3%,-0.2%,-0.5%
COc1ccc(OC)c(-n2nnnc2SCC(=O)Nc2nc(C)c(C)s2)c1,4.6,38,-7%,i,7,-63%,21%,9%,-0.2%,1.4%,0.6%
Clc1ccc(Cc2ccc(Cl)nn2)c(Cl)c1,-1.7,83,28%,i,35,-5%,23%,5%,0.0%,-0.2%,0.3%
CCOC(=O)C1=NN(C(=O)Nc2ccc(OC)cc2)C2C(=O)N(c3cccc(C(F)(F)F)c3)C(=O)C12 (stereo unspecified),1.3,51,5%,i,50,24%,-5%,-3%,-0.4%,0.1%,-4.2%
COc1cccc(/C=N/Nc2ncc(C)c(=O)[nH]2)c1OC,1.7,78,6%,i,8,1%,6%,-3%,0.3%,0.4%,-2.8%
COc1ccc(N(CC(=O)NCc2cccs2)S(=O)(=O)c2c(C)nn(C)c2C)cc1,-0.5,92,-1%,i,39,-12%,6%,-6%,-0.1%,-0.2%,3.1%
Cc1ccccc1OCC(=O)N1N=C(C(F)(F)F)CC1(O)C(C)(C)C (stereo unspecified),1.5,75,22%,i,38,1%,0%,4%,0.1%,-1.6%,0.8%
O=S(=O)(c1cccs1)N1CCN(CCc2ccccc2)CC1,0.1,71,-12%,i,10,-14%,2%,-4%,-0.2%,-0.1%,7.9%
CN(C)c1ccc(C(C[N+](=O)[O-])c2c(N)n(C)c(=O)n(C)c2=O)c(F)c1C#N (stereo unspecified),7.3,78,-7%,i,43,17%,4%,25%,0.0%,3.2%,-5.5%
CC1=C(C(N)=O)C(c2ccc(Cl)c(Cl)c2)n2ncnc2N1 (stereo unspecified),-1.8,110,-2%,i,24,-13%,-2%,10%,0.2%,-0.5%,-2.0%
COc1ccc(N2C(=O)C3NN=C(C(=O)OCc4ccccc4)C3C2=O)cc1 (stereo unspecified),1.6,46,3%,i,24,-11%[20 µM],.,7%,0.2%,-0.4%,.
Cc1cc(C)cc(NC(=O)N2CCN(C/C=C/c3ccccc3)CC2)c1,-1.9,76,-15%,i,53,0%,0%,2%,0.3%,-1.5%,-3.4%
Cc1ccc2cc(CN(CCCO)S(=O)(=O)c3ccccc3F)c(=O)[nH]c2c1C,1.7,48,-2%,i,42,-48%,9%,-8%,-0.2%,0.1%,2.6%
CC1CC(C)CN(C(=O)COC(=O)CCc2nc3ccccc3c(=O)[nH]2)C1 (stereo unspecified),-1.7,64,14%,i,28,-40%,-12%,-2%,-0.2%,-0.1%,-1.5%
O=C(NCC(c1cccnc1)N1CCOCC1)NC1CCCCC1 (stereo unspecified),0.0,71,8%,i,33,-24%,3%,2%,-0.3%,0.5%,-3.6%
CCOCCOC(=O)C1=C(C)Nc2ccc(C)cc2S1,0.3,70,-2%,i,14,-7%,2%,6%,0.3%,-0.5%,0.4%
Cc1nn(-c2ccccn2)c(C)c1Oc1ccccc1O,-0.7,49,10%,i,24,44%,25%,3%,-0.2%,0.2%,4.3%
NNc1nc(-c2ccccc2)cc(-c2ccccc2)n1,2.6,52,8%,i,50,-6%[20 µM],5%,-4%,0.0%,0.1%,-5.8%
O=[N+]([O-])c1cc(C(F)(F)F)ccc1N/N=C/c1cc2ccccc2nc1Cl,4.6,65,8%,i,48,-5%,7%,-3%,-0.3%,.,1.7%
O=C(c1ccc(Cl)c(F)c1F)N1CCCC1,-1.8,77,5%,i,42,-17%,0%,0%,-0.1%,0.1%,-0.2%
COc1ccc(CCCNC(=O)C2CCC(=O)N(CCc3cccc(F)c3)C2)cc1 (stereo unspecified),0.5,59,5%,i,35,10%,-2%,-9%,-0.1%,-0.9%,0.7%
CCCCN=C1N/C(=C\c2ccco2)C(=O)N1c1ccccc1,-0.6,41,16%,i,19,8%,8%,1%,-0.1%,0.3%,1.8%
Cc1nc2nc(CNC(=O)OC(C)(C)C)nn2c(C)c1CCC(=O)Nc1ccc2c(c1)OCO2,1.9,49,-6%,i,10,-6%,-12%,6%,-0.1%,0.4%,1.6%
COCCNC(=O)C(c1cccs1)N(C(=O)Cn1nnc2ccccc21)c1ccc(OC)cc1 (stereo unspecified),1.3,61,16%,i,64,-33%,4%,-3%,0.4%,-0.1%,3.8%
COc1ccccc1CNC(=O)CCCN1C(=O)COc2ccc(C)cc21,1.0,91,-3%,i,6,-26%,5%,-2%,-0.2%,0.9%,-1.2%

# Compounds as they come; about 0.62% have a hit in one of these screens.
